CXCR6 block: CXCR6 (human) receptor inhibition; CHO-K1 PathHunter CXCR6 beta-arrestin, luminescence; O00574; inhibition, % at 20 µM; hit rate 0.36% among 360,000; in the data active = inhibition above about 34%, passing the limit was not always enough;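 note: antagonist mode with CXCL16 agonist at 10 nM final; 0% = 10 nM CXCL16 with DMSO and 100% = unstimulated wells without agonist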
Target sequence (O00574 whole entry, looked up): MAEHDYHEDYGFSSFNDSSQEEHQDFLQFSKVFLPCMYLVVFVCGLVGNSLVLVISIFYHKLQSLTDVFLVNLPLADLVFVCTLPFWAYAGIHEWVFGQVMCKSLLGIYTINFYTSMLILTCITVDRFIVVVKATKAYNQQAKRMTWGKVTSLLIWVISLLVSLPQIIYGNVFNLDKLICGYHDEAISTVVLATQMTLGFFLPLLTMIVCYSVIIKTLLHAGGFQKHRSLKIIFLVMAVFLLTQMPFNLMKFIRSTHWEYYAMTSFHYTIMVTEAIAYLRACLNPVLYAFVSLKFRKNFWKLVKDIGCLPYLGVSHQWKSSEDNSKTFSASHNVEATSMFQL
APJ antag: blocks the human apelin receptor APJ | P35414 | inhibition, % at 20 µM | hit rate 0.32% among 330,000 | CHO-K1 APJ beta-arrestin complementation, luminescence;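 active = inhibition above about 40% at 20 µM, limit read from the data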;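 note: cells challenged with 10 nM apelin-13 agonist together with compound; plate controls were apelin-13 plus DMSO wells for no effect and DMSO wells lacking apelin-13 for full effect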
Target sequence (P35414 whole entry, looked up): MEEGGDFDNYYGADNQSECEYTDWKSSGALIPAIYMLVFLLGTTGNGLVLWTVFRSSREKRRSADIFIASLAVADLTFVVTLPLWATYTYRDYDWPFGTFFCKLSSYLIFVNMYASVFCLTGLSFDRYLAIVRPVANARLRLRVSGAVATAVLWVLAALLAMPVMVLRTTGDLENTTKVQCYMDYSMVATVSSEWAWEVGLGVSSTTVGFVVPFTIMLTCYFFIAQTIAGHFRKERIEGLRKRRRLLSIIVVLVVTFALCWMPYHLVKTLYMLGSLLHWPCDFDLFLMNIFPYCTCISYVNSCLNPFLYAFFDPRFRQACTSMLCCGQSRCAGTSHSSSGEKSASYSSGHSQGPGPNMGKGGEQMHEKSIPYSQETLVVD
UPR XBP1 act: adaptive UPR (XBP1) activation; CHO-XBP1 luciferase reporter, IRE1-XBP1 UPR activation, luminescence; percent of tunicamycin response, DMSO as zero; activation, % at 20 µM; hit rate 0.33% among 330,000;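 active = versus positive control, 20 µM dose yields 30% or more activation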;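 note: 100% = tunicamycin at 10 µg/mL and 0% = DMSO only wells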
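assay system = CHO-XBP1 luciferase reporter cells | amount = 1000 cells/well | buffer or medium = F12 plus 10% FBS | compound dosing = single point, 20 µM final compound, 1% DMSO | incubation = 16-18 h cell attachment at 37 °C, then 6 h compound exposure | detection = Steady-Glo luminescence read | controls = tunicamycin 10 µg/mL and vehicle-only wells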
Mdm2 MdmX PPI: human Mdm2/MdmX binding inhibition | SaOS-2 split-luciferase Mdm2/MdmX complementation, luminescence | inhibition, % at 8 µM | hit rate 3% among 330,000 | AID 485346;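 active = inhibition of at least 50% at 8 µM in the primary screen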
TIM10 inh: inhibits growth of TIM10 yeast strain | S. cerevisiae TIM10 strain growth, BacTiter-Glo luminescence, 24 h | inhibition, % at 10 µM | hit rate 1.4% among 330,000 | AID 463195;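 active = inhibition of 40% or more at the single tested concentration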;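 note: wild-type TIM10 isogenic control strain grown at permissive 25 °C; 0% = DMSO yeast wells and 100% = minimal medium wells without yeast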
UPR CHOP act: apoptotic UPR (CHOP) activation; activation, % at 10 µM; CHO-CHOP luciferase reporter, luminescence; percent of tunicamycin response over DMSO baseline; hit rate 0.34% among 330,000;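 active = at 10 µM dose, activation of 40% or more, normalized to positive control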;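 note: 100% = tunicamycin at 10 µg/mL and 0% = DMSO alone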
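System: CHO CHOP reporter cells. Amount: 500 cells per well. Buffer or medium: F12 medium, 10% FBS. Compound dosing: one dose, 10 µM in 0.5% DMSO. Incubation: 6 h compound exposure at 37 °C after overnight seeding. Technique: Steady-Glo luciferase luminescence. Benchmarks: tunicamycin and DMSO controls.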
tim10-1 inh: inhibits growth of tim10-1 mutant yeast. S. cerevisiae tim10-1 ts strain growth, BacTiter-Glo, 24 h. inhibition, % at 20 µM. hit rate 2.2% among 330,000. AID 463190;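 active = inhibition of at least 40%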;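 note: mutant grown at 25 °C; 0% = DMSO wells with yeast and 100% = wells holding no yeast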
tim23-1 inh: growth inhibitors of tim23-1 mutant yeast. S. cerevisiae tim23-1 growth, BacTiter-Glo luminescence, 24 h. hit rate 1.3% among 330,000. inhibition, % at 20 µM;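 active = growth inhibition of the mutant yeast at or above 50%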;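 note: temperature-sensitive mutant grown at 25 °C; plate controls were DMSO-treated mutant yeast for no effect and medium wells lacking yeast for full effect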
APJ agonist: APJ receptor agonism; AID 2520; hit rate 0.11% among 330,000; activation, % at 20 µM; P35414; CHO-K1 APJ PathHunter beta-arrestin, luminescence; 0% DMSO wells, 100% apelin;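 active = activation more than six SD over the plate average, tested at 20 µM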;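 note: 0% = DMSO alone and 100% = apelin-13 at 10 nM; some results filed as inactive read as strong as hits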
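Test system: CHO-K1 APJ beta-arrestin complementation cell line | Compound: Single test compound dose, 20 µM final, 1% DMSO | Incubation: Compound 90 min 25 °C, reagent 1 h | Measured by: beta-gal luminescence | Read-out basis: APJ–arrestin association signal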
Starred values were filed as active, the others as inactive; . = no result given. A portion of the library (hit frequency here may not be typical).

cpd	Compound	CXCR6 block	APJ antag	UPR XBP1 act	Mdm2 MdmX PPI	TIM10 inh	UPR CHOP act	tim10-1 inh	tim23-1 inh	APJ agonist
1	CCO/C(C)=N/n1c2nc3ccccc3nc2c2c(=O)n(C3CCCC3)c(C)nc21	1	-5	1	14	20	3.0	16	18	-3
2	CCOC(=O)N1CCN(C/C(Cl)=C/c2ccccc2)CC1	4	-6	1	-7	-4	0.8	-8	13	-2
3	NCC1CCC(C(=O)Oc2ccc(CCC(=O)O)cc2)CC1 (stereo not given)	0	-7	-8	21	7	-3.2	5	-9	0
4	CN1CCN(C(=O)c2cccc(-c3cc(O)c4ncccc4c3)c2)CC1	-18	-1	-3	27	-1	2.6	10	21	-1
5	Cc1ccccc1C(=O)Nc1ccc2c(c1)C(=O)NC2=O	-1	0	2	-4	11	0.2	-11	4	-3
6	CC1CCN(C(=O)CSc2nc3ccccc3[nH]2)CC1	0	-6	2	-56	1	4.8	22	16	-1
7	COc1ccc(CNC(=O)COC(=O)c2ccc(S(=O)(=O)N3CCOCC3)cc2)cc1	-6	1	3	8	0	0.7	9	14	-4
8	O=C(Cn1cnnn1)OCC(=O)c1ccc(Cl)s1	15	7	0	-1	28	0.0	22	22	-4
9	CC(Sc1n[nH]c(-c2cccs2)n1)C(=O)Nc1ccc(C(N)=O)cc1 (stereo not given)	-5	7	-2	0	1	-0.4	-15	-17	-3
10	c1cnc(-c2noc(CN3CCN(C4CCCC4)CC3)n2)cn1	2	-1	4	16	-7	-0.3	-3	10	-2
11	O=C(O)C1CCC(=O)N1Cc1ccccc1Cl (stereo not given)	-3	-9	-1	14	-3	0.2	-8	0	-1
12	CC(=O)Nc1ccc(NC(=O)C2CC(=O)N(C(C)C)C2)cc1 (stereo not given)	-5	1	-5	12	-2	0.3	-19	-18	0
13	O=C(Cc1ccccc1)NCC(=O)Nc1ccccc1Br	6	8	10	-9	1	2.0	-6	7	1
14	O=C(CCc1nc2ccccc2c(=O)[nH]1)OCc1ccc(Cl)cc1Cl	-7	2	-1	14	-8	1.5	-6	-2	2
15	Fc1ccc(COc2ccc(Br)cc2CNCc2ccncc2)cc1	0	1	0	0	-42	0.0	-47	-228	0
16	Cc1ccc(-c2nn(-c3ccccc3)cc2/C=N/NC(=O)c2ccc3c(c2)OCO3)cc1	-1	-6	-2	-13	-19	1.1	32	13	-5
17	COc1cc2c(cc1OC)-c1cc(OCc3ccccc3Cl)nc(=O)n1CC2	9	9	4	22	38	-1.5	33	14	3
18	C=CC[C@@H]1C=C[C@H](O/N=C/[C@@H](NS(=O)(=O)c2ccc(C)cc2)[C@H](C)/C=C/CC(=O)OC)[C@@H](CO)O1	.	18	-1	9	2	-0.7	6	-2	-3
19	OC[C@H]1O[C@@H]2O[C@H]3[C@H](O)[C@@H](O)[C@@H](O[C@H]4[C@H](O)[C@@H](O)[C@@H](O[C@H]5[C@H](O)[C@@H](O)[C@@H](O[C@H]6[C@H](O)[C@@H](O)[C@@H](O[C@H]7[C@H](O)[C@@H](O)[C@@H](O[C@H]1[C@H](O)[C@H]2O)O[C@@H]7CO)O[C@@H]6CO)O[C@@H]5CO)O[C@@H]4CO)O[C@@H]3CO	.	11	-5	-1	4	1.5	3	-7	3
20	COc1cccc(NC(=O)CSc2nnc3ccc(-c4ccncc4)nn23)c1	-6	-29	1	-14	5	0.3	5	13	16

Whole records from above. Order of values: CXCR6 block | APJ antag | UPR XBP1 act | Mdm2 MdmX PPI | TIM10 inh | UPR CHOP act | tim10-1 inh | tim23-1 inh | APJ agonist
`O=C(O)C1CCC(=O)N1Cc1ccccc1Cl` (stereo not given) is listed with -3 | -9 | -1 | 14 | -3 | 0.2 | -8 | 0 | -1
`O=C(CCc1nc2ccccc2c(=O)[nH]1)OCc1ccc(Cl)cc1Cl` is listed with -7 | 2 | -1 | 14 | -8 | 1.5 | -6 | -2 | 2
`C=CC[C@@H]1C=C[C@H](O/N=C/[C@@H](NS(=O)(=O)c2ccc(C)cc2)[C@H](C)/C=C/CC(=O)OC)[C@@H](CO)O1` is listed with . | 18 | -1 | 9 | 2 | -0.7 | 6 | -2 | -3

(continued)
cpd	Compound	CXCR6 block	APJ antag	UPR XBP1 act	Mdm2 MdmX PPI	TIM10 inh	UPR CHOP act	tim10-1 inh	tim23-1 inh	APJ agonist
21	Cc1nc2ccccc2c2c1C(=O)N(c1ccc(C(=O)O)cc1)C2=O	-6	-6	-3	21	-1	-0.2	0	1	0
22	O=C(CSc1ccncc1)Nc1ccc(S(=O)(=O)Nc2nccs2)cc1	0	6	-1	2	2	-2.1	-4	11	-3
23	Cc1[nH]c(C)c(C(=O)/C=C/c2ccc([N+](=O)[O-])cc2)c1C	13	-41	2	40	11	6.4	29	18	8
24	O=c1[nH]c2ccc(S(=O)(=O)N3CCCCC3)cc2[nH]c1=O	-4	1	-3	12	-2	-1.6	-3	4	0
25	N#Cc1cc(-c2ccccc2)[nH]c1-c1nccc2ccccc12	-2	15	1	32	23	-0.6	42*	51*	-2
26	Cc1ccc(-c2nn(-c3ccccc3)cc2/C=C/C(=O)O)o1	9	-9	3	2	11	0.8	-3	18	1
27	Cn1ccnc1Sc1ccc(/C=N/NC(=O)c2ccccc2O)cc1[N+](=O)[O-]	6	-4	2	-38	4	4.0	-10	-7	-4
28	CC(=O)c1cccc(CN2CCCC(CCC(=O)NCc3ccc(C)o3)C2)c1 (stereo not given)	-12	-27	-2	-4	8	0.6	13	16	-3
29	CCOc1ccc(NC(=S)N2CCN(S(C)(=O)=O)CC2)cc1	2	23	-5	30	-3	0.6	10	6	-3
30	Cc1ccc(NC(=O)C2CCCN(S(=O)(=O)c3c(C)noc3C)C2)nc1 (stereo not given)	-5	-7	-1	-20	12	-0.1	20	20	1
31	O=S(=O)(NC1CCN(Cc2ccccc2)CC1)c1ccc2ccccc2c1	1	-4	2	19	-28	3.2	-54	-6	-2
32	COC(=O)c1sccc1NC(=O)C1CC1	4	-1	-4	6	13	1.6	1	2	4
33	CCOC(=O)C(=CNc1cc(C)nn1-c1ccccc1)C(=O)OCC	3	-10	0	0	21	3.6	27	22	-1
34	N#Cc1ccc(C23CC4(C2)[C@H](CN(CC2CCCCC2)[C@@H]4c2ccccc2)C3c2ccc(Cl)nc2)cc1 (stereo not given in full)	10	15	0	-5	9	1.0	10	16	-1
35	CC(=O)c1c(N2CCCCC2)nc(=S)n(Cc2ccccc2)c1C	4	1	-1	25	9	0.8	22	-2	-3
36	COCCn1c(SCC(=O)Nc2ccc(S(N)(=O)=O)cc2)nc2ccccc21	0	-18	-5	15	-1	-2.0	8	2	-2
37	COc1ccc(NC(=O)CSc2nnc(Cc3ccccc3)c(=O)n2N)c(OC)c1	-3	-25	-2	12	-5	-1.4	-8	-4	-5
38	CCOc1ccc2[nH]c(C)c(CN3CCOCC3)c(=O)c2c1	-2	11	0	-17	4	-1.1	-6	4	4
39	CC(C)=CC(=O)Nc1nnc(-c2ccc(F)cc2)s1	-5	-8	0	80*	-7	7.3	-1	0	-1
40	Cc1ccc(C)c(CN2C(=O)c3ccccc3S(=O)(=O)c3ccc(C(=O)N4CCN(C)CC4)cc32)c1	-1	4	0	15	4	-0.7	-9	5	-3
41	CO/N=C/C=C1/N(C)c2ccccc2C1(C)C	0	-14	1	-10	3	0.8	-1	21	-2
42	O=C(/C=C/c1ccccc1)NC(=S)Nc1ccc(N2CCOCC2)c(Cl)c1	-1	-23	-1	22	-19	3.3	17	-3	-1
43	COc1ccc(S(=O)(=O)Nc2cc(C(=O)NC3CCCCCC3)ccc2N2CCOCC2)cc1	6	-18	1	24	17	-1.4	10	20	-3
44	Cc1ccc(NC(=O)CN(C)Cc2ccc(Cl)cc2)cc1	-9	6	1	0	-6	0.5	-1	16	-4
45	O=C(Cc1ccc(F)cc1)c1ccc(O)cc1O	-5	10	3	-7	37	1.8	44*	55*	-3
46	Cc1cccc(OCC(=O)NNC(=O)c2ccc3nc[nH]c3c2)c1	-2	14	-2	10	3	0.9	8	11	-4
47	O=C(OCC1OC(n2ccc(=O)[nH]c2=O)C(O)C1OC(=O)c1ccccc1)c1ccccc1 (stereo not given)	-1	5	-4	16	21	-2.2	10	3	-1
48	O=C(COC(=O)/C=C/c1cccc(Br)c1)NC1CCCCCC1	3	7	0	12	-3	1.9	1	-2	-4
49	O=c1oc2ccccc2c(Nc2ccccc2O)c1[N+](=O)[O-]	3	28	-2	-12	9	1.1	11	-13	-7
50	O=C1CN(C(=O)c2ccc(Br)o2)C(c2ccc(F)cc2)c2cc(F)ccc2N1 (stereo not given)	0	-30	4	35	18	2.1	19	31	1

Laid out differently: results already given.
42) O=C(/C=C/c1ccccc1)NC(=S)Nc1ccc(N2CCOCC2)c(Cl)c1
- CXCR6 block = -1
- APJ antag = -23
- UPR XBP1 act = -1
- Mdm2 MdmX PPI = 22
- TIM10 inh = -19
- UPR CHOP act = 3.3
- tim10-1 inh = 17
- tim23-1 inh = -3
- APJ agonist = -1

43) COc1ccc(S(=O)(=O)Nc2cc(C(=O)NC3CCCCCC3)ccc2N2CCOCC2)cc1
- CXCR6 block = 6
- APJ antag = -18
- UPR XBP1 act = 1
- Mdm2 MdmX PPI = 24
- TIM10 inh = 17
- UPR CHOP act = -1.4
- tim10-1 inh = 10
- tim23-1 inh = 20
- APJ agonist = -3

44) Cc1ccc(NC(=O)CN(C)Cc2ccc(Cl)cc2)cc1
- CXCR6 block = -9
- APJ antag = 6
- UPR XBP1 act = 1
- Mdm2 MdmX PPI = 0
- TIM10 inh = -6
- UPR CHOP act = 0.5
- tim10-1 inh = -1
- tim23-1 inh = 16
- APJ agonist = -4

45) O=C(Cc1ccc(F)cc1)c1ccc(O)cc1O
- CXCR6 block = -5
- APJ antag = 10
- UPR XBP1 act = 3
- Mdm2 MdmX PPI = -7
- TIM10 inh = 37
- UPR CHOP act = 1.8
- tim10-1 inh = 44*
- tim23-1 inh = 55*
- APJ agonist = -3

The list goes on:
cpd	Compound	CXCR6 block	APJ antag	UPR XBP1 act	Mdm2 MdmX PPI	TIM10 inh	UPR CHOP act	tim10-1 inh	tim23-1 inh	APJ agonist
51	Cn1cc([N+](=O)[O-])c(C(=O)NCc2ccco2)n1	-4	-13	-2	-31	-4	-0.7	5	13	-3
52	Cc1c(C(=O)OCC(=O)Nc2cccc(S(N)(=O)=O)c2)oc2c1ccc1ccccc12	-10	-34	0	-13	-7	3.2	8	4	2
53	Cc1ccc(Cl)cc1NC(=O)Nc1c(C)n(C)n(-c2ccccc2)c1=O	8	2	-7	8	-4	0.1	-9	6	2
54	CCOCCCNC(=O)C(c1ccccc1)N(Cc1cccs1)C(=O)CNC(C)=O (stereo not given)	-4	6	-1	-16	-8	3.0	11	4	3
